AP ELISA ortho – orthogonal test for alternative complement pathway inhibitors; inhibition, % at 5 µM; Human serum alternative complement pathway, LPS-coated ELISA, C3 deposition; tested in compound mixtures; AID 1235; 62,000 tested, 0.08% active;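 active means inhibition above 30% in each of the two pooled mixtures holding the compound, so the lower value exceeds 30%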;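 further: 0% = serum in Mg-EGTA without compound and 100% = EDTA serum blank; some compounds past the cut are filed as inactive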
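Medium: diluted human serum in Mg2+-EGTA GVB++. Assay system: human serum complement alternative pathway, C3 deposition onto LPS. Also added: Plate-bound LPS. Technique: Anti-C3 ELISA, OD 450 nm. Measure: percent inhibition. Incubation: 1 h at 37 °C. Dosing: 5 µM each compound, pools of ten, 50 µM per pool.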
5HT1E ag – agonists of human 5-HT1E serotonin receptor | P28566 | AID 574 | CHO 5-HT1E Ga15 NFAT-bla reporter, FRET; 0% DMSO wells, 100% control agonist wells | 65,000 tested, 0.69% active | activation, % at 6 µM;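 active means activation above a set limit, the screen-wide mean activation plus 3 SD, cut at about 8.5% in these data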;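 further: 100% = positive control agonist at 1 µM giving full maximal response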
5HT1a antag – 5-HT1a (human) receptor antagonism | P08908 | CHO 5-HT1a Ga15 NFAT-bla reporter, antagonist mode | 62,000 tested, 0.68% active | inhibition, % at 10 µM | AID 612;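 active means inhibition above the mean of all tested compounds plus 3 SD, cut at about 43% in these data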;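 further: receptor stimulated by 5-CT agonist at 100 nM near EC80; beta-lactamase reporter measured by ratiometric fluorescence of a cleavable substrate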
Ecoli tolC – growth inhibitors of E. coli BW25113 tolC mutant. OD615. growth inhibition, % at 10 µM (by protocol). 65,000 tested, 2.2% active;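 active means growth inhibition at or above a cutoff equal to the mean over every tested compound plus 3 SD, cut at about 60% in these data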;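 further: growth measured after 20 h incubation at 37 °C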
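signal = optical density read at 615 nm | test system = E. coli ΔtolC::kan strain BW25113 | timing = 20 h compound exposure of bacteria at 37 °C | buffer or medium = LB medium plus 50 µg/mL kanamycin | compound dosing = 10 µM final, single dose | evaluation = % inhibition of E. coli growth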
S1P1 ag pot – agonists and agonism potentiators of human S1P1 receptor. activation, % at 9.5 µM. S1P1 CRE-bla cells, forskolin, beta-lactamase FRET, potentiator mode; S1P1 agonist co-added at EC20, 2 nM; 100% = saturating reference agonist, 0% = basal. P21453. 56,000 tested, 0.57% active;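 active means activation above a cutoff set at the mean activation of all tested compounds plus 3 SD, cut at about 54% in these data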;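 further: forskolin at 4 µM as EC80 and the EC20 agonist is SEW2871; 100% = SEW2871 at its EC100 plus forskolin at EC80; some compounds past the cut are filed as inactive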
Target sequence (P21453 whole entry, looked up): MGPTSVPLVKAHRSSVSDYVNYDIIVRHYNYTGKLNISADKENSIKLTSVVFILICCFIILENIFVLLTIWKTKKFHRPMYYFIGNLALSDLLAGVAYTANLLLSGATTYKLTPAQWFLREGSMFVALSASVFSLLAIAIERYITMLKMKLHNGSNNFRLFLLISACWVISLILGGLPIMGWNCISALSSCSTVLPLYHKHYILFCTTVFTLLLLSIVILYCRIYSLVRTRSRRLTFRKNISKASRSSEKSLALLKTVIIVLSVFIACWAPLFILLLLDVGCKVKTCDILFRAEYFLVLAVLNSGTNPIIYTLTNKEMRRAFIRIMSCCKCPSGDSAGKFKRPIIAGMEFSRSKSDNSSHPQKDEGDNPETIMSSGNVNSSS
5HT1E antag – antagonists of human 5-HT1E serotonin receptor. P28566. CHO 5-HT1E Ga15 NFAT-bla reporter, FRET, antagonist. inhibition, % at 6 µM. 65,000 tested, 0.99% active. AID 571;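 active means inhibition above a set limit, the mean inhibition across every tested compound plus 3 SD, cut at about 29% in these data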;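 further: signal is the 460 over 535 nm emission ratio of beta-lactamase substrate; 0% = agonist plus DMSO wells and 100% = wells without agonist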
SF-1 act – activators of human nuclear receptor SF-1. CHO-K1 Gal4-SF-1 LBD luciferase reporter; % increase over DMSO SF-1-specific signal. activation, % at 10 µM. 65,000 tested, 1.9% active;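 active means activation above the mean activation of all tested compounds plus 3 SD, cut at about 50% in these data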
Target sequence (Q13285 whole entry, looked up, the tested form may be a part): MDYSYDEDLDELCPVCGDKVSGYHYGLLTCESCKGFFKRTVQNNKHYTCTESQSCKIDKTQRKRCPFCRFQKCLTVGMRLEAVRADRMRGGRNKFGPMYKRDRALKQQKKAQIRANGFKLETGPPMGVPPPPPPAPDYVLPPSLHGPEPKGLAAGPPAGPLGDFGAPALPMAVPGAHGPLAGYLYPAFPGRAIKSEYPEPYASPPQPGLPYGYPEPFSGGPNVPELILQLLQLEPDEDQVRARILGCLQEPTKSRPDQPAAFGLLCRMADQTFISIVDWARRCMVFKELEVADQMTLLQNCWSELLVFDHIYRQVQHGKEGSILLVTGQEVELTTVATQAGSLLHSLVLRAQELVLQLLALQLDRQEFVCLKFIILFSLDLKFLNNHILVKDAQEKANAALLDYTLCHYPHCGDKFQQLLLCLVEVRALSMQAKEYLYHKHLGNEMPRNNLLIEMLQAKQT
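Compound – one dose, 10 µM compound, 1% DMSO · Test system – transient Gal4-SF-1 LBD reporter, CHO-K1 · Input – 4,000 cells in each well · Read-out basis – percent activation relative to DMSO median and mock-transfected background · Replicates – single measurement per compound · Technique – steady-glow luciferase luminescence, read after 15 min reagent incubation · Timing – 20 h compound treatment, 37 °C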
S1P3 agonist – activates the human S1P3 receptor; activation, % at 4.5 µM; S1P3 NFAT-BLA reporter cells, agonism, FRET ratio; relative to 1 µM S1P, basal subtracted; 60,000 tested, 0.1% active; Q99500;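 active means activation above the screen-wide mean plus 3 SD, cut at about 4.5% in these data, passing the limit was not always enough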; further: some compounds called inactive have numbers as strong as hits
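Material: Human S1P3 NFAT-BLA reporter CHO cells | Incubation: Overnight plating, 4 h compound 37 °C, 2 h substrate RT | Signal: FRET β-lactamase substrate fluorescence, excitation 405 nm, 460/535 nm emission ratio, background-subtracted | Compound: 4.5 µM final, single dose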
RORa activator – RORA (human) activation. P35398. CHO-K1 Gal4-RORA LBD luciferase reporter, luminescence; percent increase over mock-subtracted basal signal. activation, % at 10 µM. 65,000 tested, 1.5% active. AID 560;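 active means activation above the mean of all tested compounds plus 3 SD, cut at about 49% in these data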;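 further: 0% = DMSO-treated RORA cells and 100% = added signal equal to DMSO minus mock-transfected cells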
* hit, by the source's call; . = no result given.

structure	AP ELISA ortho	5HT1E ag	5HT1a antag	Ecoli tolC	S1P1 ag pot	5HT1E antag	SF-1 act	S1P3 agonist	RORa activator
COc1ccc(CCNc2nc(N3CCCCC3)nc(N3CCCCC3)n2)cc1OC	14	-0.4	29	35	-42	-3	-6	-0.6	5
CCOC(=O)C1=C(CN2CCN(c3ccc(F)cc3)CC2)NC(=O)NC1c1cccs1 (centres undefined)	13	0.5	-1	47	-9	4	7	0.6	4
Cc1ccc2[nH]c(=O)c(CN(CCc3ccccc3)C(=O)N3CCOCC3)cc2c1	-5	-0.3	-2	5	8	1	2	-2.1	9
CCOC(=O)CCCc1sc(N)nc1-c1[nH]c(=O)[nH]c1C	17	-0.6	-5	-14	11	-1	10	-0.6	21
Cn1c(C(=O)O)c(CC(=O)NCC2COc3ccccc3O2)c2ccccc21 (centres undefined)	13	-0.3	-10	6	18	26	-17	-1.2	-7
COc1ccc(OCC(=O)Nc2ccc(S(=O)(=O)Nc3cc(C)nc(C)n3)cc2)cc1	15	0.2	13	3	.	1	-13	.	-6
N#CCSc1nnc(COc2ccc3ccccc3c2)o1	-4	0.1	-7	14	9	-1	6	-0.3	5
Cc1ccc(C(=O)O)cc1S(=O)(=O)N1CCC(C(=O)O)CC1	6	-0.7	-1	-13	.	5	15	-0.6	-8
COc1ccc(OC)c(-c2cc(C(=O)NCc3cccs3)no2)c1	7	0.1	-9	-5	6	26	-5	-0.4	17
CCOC(=O)c1nc(S(C)(=O)=O)ncc1Cl	11	-0.3	86*	-2	-54	75*	-41	0.0	-2

Carrying on:
structure	AP ELISA ortho	5HT1E ag	5HT1a antag	Ecoli tolC	S1P1 ag pot	5HT1E antag	SF-1 act	S1P3 agonist	RORa activator
CCCOc1ccc(S(=O)(=O)NCc2ccc(OC)cc2)cc1	10	-1.3	8	20	59	6	7	-0.2	-18
N#Cc1c(N)c(C(=O)c2ccc(Cl)cc2)n2c1CCC2	8	0.5	8	-21	11	4	11	-1.9	-18
CCCC(=O)Nc1nc2ccc(OCC)cc2s1	6	0.9	-11	-15	-2	-8	50*	0.5	49*
CCOc1ccc(S(=O)(=O)Nc2cc(Sc3ncn[nH]3)c3oc(=O)sc3c2)cc1	20	1.0	-34	26	-12	-11	-4	-0.1	-16
O=C(NC1CCCC1)c1ccc(S(=O)(=O)N2CCCC2)cc1	-12	-0.2	-2	-9	0	-8	-2	-0.8	-15
C/C(CC1(O)C(=O)N(C)c2ccccc21)=N\O (centres undefined)	8	0.5	-5	-33	-2	4	4	-0.2	-12
CC(C)Cn1cc(C(=O)N2CCN(c3ccccn3)CC2)c2c3ccccc3n(C)c2c1=O	7	0.4	-11	3	3	3	13	-0.3	23
c1ccc2oc(SCc3cn4ccsc4n3)nc2c1	12	0.9	-2	39	-4	0	46	-0.5	30
CCOC(=O)N1CCN(C(=O)c2c(-c3ccccc3)noc2C)CC1	4	0.4	-3	-13	-16	-6	-2	0.6	-10
Cn1c(=O)c2c(ncn2CC(=O)Nc2cc(Cl)c(Cl)cc2Cl)n(C)c1=O	4	0.3	-3	19	3	2	-3	-0.8	7

One compound at a time, as listed above. Values in the order: AP ELISA ortho | 5HT1E ag | 5HT1a antag | Ecoli tolC | S1P1 ag pot | 5HT1E antag | SF-1 act | S1P3 agonist | RORa activator
`Cn1c(=O)c2c(ncn2CC(=O)Nc2cc(Cl)c(Cl)cc2Cl)n(C)c1=O` is listed as 4 | 0.3 | -3 | 19 | 3 | 2 | -3 | -0.8 | 7
`C/C(CC1(O)C(=O)N(C)c2ccccc21)=N\O` (centres undefined) is listed as 8 | 0.5 | -5 | -33 | -2 | 4 | 4 | -0.2 | -12
`N#Cc1c(N)c(C(=O)c2ccc(Cl)cc2)n2c1CCC2` is listed as 8 | 0.5 | 8 | -21 | 11 | 4 | 11 | -1.9 | -18
`CCCOc1ccc(S(=O)(=O)NCc2ccc(OC)cc2)cc1` is listed as 10 | -1.3 | 8 | 20 | 59 | 6 | 7 | -0.2 | -18
`O=C(NC1CCCC1)c1ccc(S(=O)(=O)N2CCCC2)cc1` is listed as -12 | -0.2 | -2 | -9 | 0 | -8 | -2 | -0.8 | -15

Remaining list, next part.
structure	AP ELISA ortho	5HT1E ag	5HT1a antag	Ecoli tolC	S1P1 ag pot	5HT1E antag	SF-1 act	S1P3 agonist	RORa activator
Cc1c(C#N)c2ccccc2n1CC(=O)NCc1cccnc1	0	-0.1	13	-6	-18	5	3	-0.4	-12
CC(C(=O)O)C1SC(=O)NC1=O (centres undefined)	7	0.1	-20	-11	.	-7	2	.	4
CCSc1nnc(NC(=O)c2ccccc2)s1	.	0.9	2	-11	.	-8	49	-0.4	66*
Cc1cc(C)cc(N2CC34C=CC(O3)C(C(=O)OCC(=O)NCc3ccco3)C4C2=O)c1 (centres undefined)	-5	-0.5	-5	-6	1	8	-4	-0.3	-14
COC(=O)c1cc2occc2n1Cc1c(F)cccc1Cl	20	-0.7	16	39	14	1	0	-0.6	-9
CCOC(=O)CNC(=O)c1ccc2c(c1)OCCO2	3	-0.6	9	-17	5	7	53*	-0.4	33
O=C(Cn1cc2c(n1)CCCC2)NCCCN1CCN(Cc2ccccc2)CC1	-5	1.8	1	-6	-13	-3	11	-1.0	-4
Cc1cc(C(=O)NCc2ccc(S(N)(=O)=O)cc2)cs1	17	0.0	-6	3	-16	-5	-6	0.2	0
COCc1nc2ccccc2n1Cc1ccccc1Br	9	-1.4	21	34	-10	-1	11	0.9	-6
CCOC(=O)CNC(=O)Nc1nnc(-c2ccc(OCC)cc2)o1	-9	-0.6	-7	5	-15	-4	4	-0.1	8

Taken from above (2 entries):
structure	AP ELISA ortho	5HT1E ag	5HT1a antag	Ecoli tolC	S1P1 ag pot	5HT1E antag	SF-1 act	S1P3 agonist	RORa activator
COCc1nc2ccccc2n1Cc1ccccc1Br	9	-1.4	21	34	-10	-1	11	0.9	-6
CCOC(=O)CNC(=O)Nc1nnc(-c2ccc(OCC)cc2)o1	-9	-0.6	-7	5	-15	-4	4	-0.1	8

More structures:
structure	AP ELISA ortho	5HT1E ag	5HT1a antag	Ecoli tolC	S1P1 ag pot	5HT1E antag	SF-1 act	S1P3 agonist	RORa activator
Nc1ccccc1NC(=O)c1ccccc1N	3	-0.5	0	-16	13	-5	11	-0.2	21
Cc1ccc(-n2c(Cc3cccn3C)nnc2SCC(=O)NCc2ccc3c(c2)OCO3)cc1	1	-0.1	2	30	-49	-12	-8	-0.4	12
Cc1ccc(-n2nc(-c3ccc(N)cc3)cc2N)cc1	19	0.6	3	-10	17	-18	47	-0.9	31
CCCc1cc(C(N)=O)c(NC(C)=O)s1	10	0.0	-14	-9	12	11	-10	-1.0	14
CCN1CCN(c2c(Cl)cccc2NC(=O)c2ccco2)CC1	9	0.1	32	-4	-31	6	-2	-0.7	-12
Cc1ccc(N(C(C)C(=O)N2CCCCC2)S(C)(=O)=O)cc1C (centres undefined)	-8	-1.2	9	-5	13	-4	-5	-1.4	2
CCOC(=O)CCSc1nnc(-c2cccnc2)n1-c1ccccc1OC	29	0.6	-2	-17	3	-1	-14	1.8	-20
Cc1[nH]c2ccc(F)cc2c(=O)c1SC(F)(F)C(F)F	14	0.9	-11	-8	2	6	-3	0.1	-17
Cc1occc1-c1nnc(SCC(=O)NCc2cccs2)n1-c1ccc(F)cc1	2	-0.5	-8	2	2	0	-10	-1.1	22
Cn1c(=O)oc2cc(S(=O)(=O)N3CCC(N4CCCCC4)CC3)ccc21	-1	0.4	-4	-9	0	8	-26	-1.3	-2

Further compounds follow:
structure	AP ELISA ortho	5HT1E ag	5HT1a antag	Ecoli tolC	S1P1 ag pot	5HT1E antag	SF-1 act	S1P3 agonist	RORa activator
COc1ccc(OC)c(N(CC(=O)NCc2ccccn2)S(C)(=O)=O)c1	-1	0.1	4	8	-34	4	-16	-0.7	-6
O=C(O)C1CCCCC1C(=O)NCCCc1ccccc1 (centres undefined)	5	0.5	-2	2	.	7	11	-0.9	-15
COc1ccc(N/C=C2\CCOC2=O)cc1	15	0.6	-11	-18	-13	0	-17	-0.6	-29
Cc1cc(-c2ccc(N3C(=O)CCC3=O)c(C)c2)ccc1N1C(=O)CCC1=O	14	0.2	-3	-15	-22	8	-7	-1.1	-2
C=CCn1c(=O)[nH]c2cc(C(=O)N3CCN(c4cccc(Cl)c4)CC3)ccc2c1=O	19	0.3	-11	42	.	-2	9	.	-15
Cc1ccc2c(c1)[C@@H]1CN(C)CC[C@@H]1N2S(=O)(=O)c1ccc(F)cc1	-1	-0.3	.	10	-4	-1	2	-4.1	18
O=C(C1CCCN(S(=O)(=O)c2cccc3nsnc23)C1)N1CCN(c2ccccn2)CC1 (centres undefined)	8	0.6	-24	5	13	-4	14	0.0	-11
Cc1cc(C)cc(N(CC(=O)N2CCN(Cc3ccccc3)CC2)S(=O)(=O)c2c(C)noc2C)c1	22	0.5	-10	-5	-14	0	0	0.5	15

Printed as active in 5HT1E antag, of those listed so far:
compound | AP ELISA ortho | 5HT1E ag | 5HT1a antag | S1P1 ag pot | 5HT1E antag | S1P3 agonist
CCOC(=O)c1nc(S(C)(=O)=O)ncc1Cl | 11 | -0.3 | 86* | -54 | 75* | 0.0

Rows were taken by chance (roughly 7.1% active in at least one column).
